High-throughput results: PubChem BioAssay, National Center for Advancing Translational Sciences (NCATS)
uPA surface inh – blocks generation of uPA at the cell surface. AID 540303. cell surface uPA generation assay, qHTS. Potency, µM (highest dose often 38.3 µM), for the others: top-dose activity change, negative = inhibition, usual class: inhibitors. actives 0.31% (n = 330,000); active = well fitted inhibition curve with a large enough effect; inconclusive = small, poorly fitted or top-dose-only effect; inactive = no such curve, though single readings can be large or run the other way; tested in mouse RAW 264.7 cells; also: potency is read from the fitted curve at half-maximal effect; nearly all actives have a fitted effect of over 55% in size
GALK inhibitor – galactokinase (human) inhibition. P51570. Purified GALK, Kinase-Glo residual ATP luminescence. Potency, µM (doses to about 57.5 µM), inactives show at the highest dose activity change, negative = inhibition, actives largely listed as inhibitors. actives 0.007% (n = 270,000); also: potency is read from the fitted curve at half-maximal effect
Target sequence (P51570 whole entry, looked up): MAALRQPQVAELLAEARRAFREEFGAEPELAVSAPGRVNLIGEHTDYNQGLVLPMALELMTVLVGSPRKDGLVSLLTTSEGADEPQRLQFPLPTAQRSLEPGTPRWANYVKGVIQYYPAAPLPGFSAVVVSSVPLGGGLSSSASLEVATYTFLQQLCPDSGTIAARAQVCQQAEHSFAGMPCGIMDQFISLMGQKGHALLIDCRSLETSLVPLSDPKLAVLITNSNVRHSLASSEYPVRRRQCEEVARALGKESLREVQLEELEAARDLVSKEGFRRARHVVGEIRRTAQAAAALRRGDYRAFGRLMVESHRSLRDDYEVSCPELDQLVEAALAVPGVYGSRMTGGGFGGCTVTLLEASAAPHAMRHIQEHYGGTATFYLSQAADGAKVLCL
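Luminescence from leftover ATP (Ultra-Glo luciferase/luciferin) served as read-out after a 1 h room-temperature reaction of 5 nM GALK with 35 uM ATP and 100 uM galactose.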
Eya2 phos inh – inhibitors of human Eya2 phosphatase activity; O00167; recombinant Eya2, OMFP fluorescence dephosphorylation (OMFP is methylfluorescein phosphate); Potency, µM (doses to about 76.9 µM), for the others: at the top dose activity, negative = inhibition, actives largely listed as inhibitors; actives 0.006% (n = 330,000); also: potency is read from the fitted curve at half-maximal effect
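Eya2 protein (added as 0.2 uM solution) was preincubated with compound for 10 min at ambient temperature in 50 mM HEPES pH 7.5, 50 mM NaCl, 5 uM MgCl2, 0.05% BSA, 1 mM DTT. OMFP (added at 50 uM) then reacted 10 min; fluorescence read at 485/525 nm.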
USP2a block – inhibitors of human ubiquitin-specific protease USP2a. actives 0.01% (n = 330,000). AID 463254. O75604. Potency, µM (series often up to 38.3 µM), inactives show at the top dose activity change, negative = inhibition, hits mostly inhibitors. USP2 core, Ub-CHOP2 coupled fluorogenic reporter, 485/531;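 also: potency is read from the fitted curve at half-maximal effect; plate controls were DMSO wells for no effect and full inhibition by NEM control for full effect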
Target sequence (O75604 whole entry, looked up): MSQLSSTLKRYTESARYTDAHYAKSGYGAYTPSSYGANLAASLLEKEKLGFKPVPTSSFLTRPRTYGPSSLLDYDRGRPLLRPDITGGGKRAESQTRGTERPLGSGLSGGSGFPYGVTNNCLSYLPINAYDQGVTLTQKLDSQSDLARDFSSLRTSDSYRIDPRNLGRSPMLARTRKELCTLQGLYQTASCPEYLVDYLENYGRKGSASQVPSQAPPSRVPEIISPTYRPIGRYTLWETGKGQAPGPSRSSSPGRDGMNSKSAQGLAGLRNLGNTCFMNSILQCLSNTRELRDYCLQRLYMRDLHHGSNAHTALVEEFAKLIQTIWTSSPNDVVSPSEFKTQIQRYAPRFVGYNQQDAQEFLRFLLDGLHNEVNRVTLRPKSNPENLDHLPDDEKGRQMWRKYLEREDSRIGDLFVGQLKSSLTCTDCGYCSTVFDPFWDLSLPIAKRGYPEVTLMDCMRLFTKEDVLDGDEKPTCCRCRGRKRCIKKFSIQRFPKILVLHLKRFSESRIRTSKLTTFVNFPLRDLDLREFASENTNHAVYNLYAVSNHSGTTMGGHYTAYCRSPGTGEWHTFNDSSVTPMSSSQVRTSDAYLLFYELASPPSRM
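Cell-free coupled assay: 10nM USP2 core preincubated 30min RT with compound in Tris-HCl pH 8.0/CaCl2/CHAPS buffer, then 25nM Ub-CHOP2 and 25nM reporter substrate; fluorescence (Ex 485/Em 531) read after 60min RT, normalized to NEM inhibition, concentration-response curves fitted.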
KCNH2 WT inh – KCNH2 (human, wildtype) channel inhibition | activity change, % at 1.84 µM | actives 0.37% (n = 340,000) | Q12809 | U2OS, BacMam KCNH2, thallium flux FluxOr; stronger effect = lower value | AID 720551;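 active = maximum activity change below -70%; inconclusive = maximum activity change between -70% and -50%; inactive = maximum activity change above -50%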
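U2OS cells transduced with wild-type KCNH2 virus are loaded with FluxOr dye for 45 min, and thallium flux is measured in kinetic reads before and after stimulation buffer. Rate constants are normalized to DMSO controls.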
PKM2 act – PKM2 (human) enzyme activation; P14618; purified PKM2, Kinase-Glo ATP luminescence, activation; response scale: 0% is enzyme alone, no compound; Potency, µM (highest dose often 57.5 µM), for inactives: top-dose activation, usual class: activators; actives 0.34% (n = 260,000); AID 1631; also: potency is read from the fitted curve at half-maximal effect; nearly all actives have a fitted effect of over 55% in size
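Purified hPK-M2 (>95%) run at intermediate activity with 0.1 mM ADP and 0.5 mM PEP in 50 mM imidazole pH 7.2, KCl, MgCl2; 1 h room temperature. ATP formed read by Kinase-Glo luminescence; normalized to uninhibited and no-enzyme controls.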
Chronic BCR inh – chronic active BCR signaling inhibition; AID 493014; ABC-DLBCL IkBa-CBG/CBR reporter, luminescence ratio, 4 h; actives 0.05% (n = 340,000); Potency, µM (top dose mostly 46.1 µM), inactives show at the highest dose ratio change, negative = lower green/red ratio, hits mostly inhibitors; active = well fitted inhibition curve with a large enough effect in the signal ratio, with a control signal flat, not every such curve was filed as active; inconclusive = small, poorly fitted or top-dose-only effect, or effect the other way, or a change in a side signal; the % refers to the signal ratio;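 also: potency is read from the fitted curve at half-maximal effect; plate controls were basal doxycycline-induced cells for no effect and cells given 10 µM MG132 for full effect; MG132 reads +100%, hits lower the ratio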
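Compounds up to 46 uM were incubated four hours with TMD8 cells whose green CBG68 luciferase is fused to IkappaBalpha; red CBR luminescence normalised the signal, and concentration-effect curves were fitted to fusion, red and ratio data.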
Coupling enz – coupling enzyme interference in Giardia aldolase counter-screen. coupling enzyme system counterscreen, AmpLite Red fluorescence. activity change, negative = inhibition, % at 58.2 µM, hits read low. actives 0.67% (n = 290,000); in the data active = activity change below about -30%
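Counterscreen lacking aldolase: glyceraldehyde-3-phosphate coupling-enzyme reagent preincubated 10 min at RT with compound (at 57.5 uM final), then substrate/coupling system with AmpLite Red added; fluorescence read at 525/598 nm after 20 min RT.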
KCNH2 3.1 block – inhibitors of human KCNH2 3.1 potassium channel isoform. U2OS KCNH2 3.1, thallium flux FluxOr; stronger effect = lower value. actives 0.95% (n = 340,000). activity change, % (tested at about 1.8 µM);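 active = maximum activity change below -70%; inconclusive = maximum activity change from -70% to -50%; inactive = maximum activity change above -50%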;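 also: thallium influx rate constant from kinetic fluorescence after stimulation buffer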
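Normalized rate constant (relative to positive and negative DMSO controls) derived from a 2 min kinetic fluorescence read after stimulation; U2OS cells expressing the 3.1 isoform via virus at 1.77 x 10^8 /mL.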
B2AR arrestin – beta2AR (human) beta-arrestin recruitment activity; beta-arrestin recruitment to beta2AR, cell-based reporter; AID 492947; actives 0.02% (n = 330,000); P07550; Potency, µM (top dose mostly 46.1 µM), for the others: at the top dose activation, usual class: activators;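 also: potency is read from the fitted curve at half-maximal effect; 0% = DMSO controls and full agonism = EC100 isoproterenol or metaproterenol; nearly all actives have a fitted effect of over 65% in size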
Giardia kill – Giardia lamblia killing. Giardia lamblia trophozoite viability. activity change, % at 7.66 µM, hits read low. actives 0.15% (n = 340,000). AID 540267; in the data active = activity change below about -80%; inconclusive = between about -30% and that limit;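 also: parasites exposed to compound for two days anaerobically before the ATP read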
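Giardia trophozoites, 100 cells per well, were exposed to compounds for 48 hrs at 37 deg C under anaerobic conditions; viability was then read as ATP content by bioluminescence after 15-30 min at room temperature.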
* marks the source's active call; other numbers are inactive results. Unless noted, calls follow the shape of the dose curve; as a rule, active = well fitted curve in the direction sought with a large enough effect; inconclusive = small, poorly fitted or top-dose-only effect, or another doubt; inactive = no such curve, though single readings can be large; an effect the other way counts as inactive or inconclusive. Unless noted, % is scaled to controls: 0 for no effect and ±100 for the full control effect.

`C=CCN1C=C/C(=C\C=C(C#N)C#N)c2ccccc21` gave uPA surface inh -6%, GALK inhibitor 3%, Eya2 phos inh -19%, USP2a block 0%, KCNH2 WT inh -1, PKM2 act -4%, Chronic BCR inh inconclusive, Coupling enz -2, KCNH2 3.1 block -10, B2AR arrestin 4.9% and Giardia kill 3.
For Cc1nn(CC(=O)NCCCN2CCOCC2)c(C)c1[N+](=O)[O-] the results were GALK inhibitor 2%, Eya2 phos inh -18%, USP2a block 0%, KCNH2 WT inh -13, PKM2 act -12%, Chronic BCR inh 0%, Coupling enz 1, KCNH2 3.1 block 2, B2AR arrestin 0.0% and Giardia kill 2.
For CCN(CC)CCNC(=O)c1ccc(Cl)c(S(=O)(=O)N2CCCCCC2)c1 the results were uPA surface inh 2%, GALK inhibitor 0%, Eya2 phos inh -12%, USP2a block 2%, KCNH2 WT inh 8, PKM2 act -5%, Chronic BCR inh inconclusive, Coupling enz 3, KCNH2 3.1 block -36, B2AR arrestin 0.3% and Giardia kill 9.
For COc1ccc(-c2c[n+]3c4n2CCCCC4=C(c2ccc(Br)cc2)C3)cc1 the results were GALK inhibitor 1%, Eya2 phos inh 15%, USP2a block -21%, KCNH2 WT inh 17, PKM2 act -1%, Chronic BCR inh 6%, Coupling enz -2, KCNH2 3.1 block -169*, B2AR arrestin -1.0% and Giardia kill 24.
`COc1ccccc1CCNC(=O)C1CCC(=O)N(C2CCCCCC2)C1` (configuration not stated) gave uPA surface inh -6%, GALK inhibitor 6%, Eya2 phos inh -1%, USP2a block -1%, KCNH2 WT inh -14, PKM2 act -13%, Chronic BCR inh -3%, KCNH2 3.1 block -5, B2AR arrestin 0.1% and Giardia kill 2.
Screening CC(C)[C@H](NC(N)=O)C(=O)Nc1cccc([N+](=O)[O-])c1 returned uPA surface inh 1%, GALK inhibitor 0%, Eya2 phos inh -1%, USP2a block 3%, KCNH2 WT inh 5, PKM2 act -1%, Chronic BCR inh 2%, Coupling enz 1, KCNH2 3.1 block 15, B2AR arrestin -0.3% and Giardia kill -11.
`CN(C)C(=O)c1c(C(F)(F)F)nn(C)c1Cl` gave uPA surface inh -3%, GALK inhibitor -2%, Eya2 phos inh 17%, USP2a block 2%, KCNH2 WT inh 0, PKM2 act -9%, Chronic BCR inh 4%, Coupling enz -1, KCNH2 3.1 block 13, B2AR arrestin -0.2% and Giardia kill -9.
Screening CCOc1cccc(CN2CCCC(N3CCN(c4cccc(Cl)c4)CC3)C2)c1O (configuration not stated) returned uPA surface inh -8%, GALK inhibitor 0%, Eya2 phos inh -4%, USP2a block 0%, KCNH2 WT inh -36, PKM2 act 0%, Chronic BCR inh 0%, Coupling enz 1, KCNH2 3.1 block -82*, B2AR arrestin 0.1% and Giardia kill -27.
COc1cnn(-c2ccc(C)cc2)c(=O)c1Br was read as uPA surface inh 0%, GALK inhibitor 5%, Eya2 phos inh 8%, USP2a block 0%, KCNH2 WT inh -10, PKM2 act 16%, Chronic BCR inh 0%, Coupling enz 2, KCNH2 3.1 block 7, B2AR arrestin 0.3% and Giardia kill -2.
Screening CC(C)CN(C(=O)COC(=O)c1nc(Cl)ccc1Cl)c1c(N)n(Cc2ccccc2)c(=O)[nH]c1=O returned uPA surface inh -6%, GALK inhibitor -6%, Eya2 phos inh 5%, USP2a block 1%, KCNH2 WT inh 5, PKM2 act 6%, Chronic BCR inh 0%, KCNH2 3.1 block -2, B2AR arrestin -0.1% and Giardia kill 1.
Screening CCOC(=O)C1=C(N)n2c(s/c(=C\c3ccco3)c2=O)=C(C(=O)OCC)C1c1ccco1 (configuration not stated) returned GALK inhibitor -3%, Eya2 phos inh 29%, USP2a block 1%, KCNH2 WT inh -3, PKM2 act 2%, Chronic BCR inh inconclusive, Coupling enz -3, KCNH2 3.1 block 5, B2AR arrestin 0.1% and Giardia kill -6.
Screening CC1CCN(c2ccc(NC(=O)C3CCCN3S(=O)(=O)c3ccc(F)cc3)cc2)CC1 (configuration not stated) returned uPA surface inh -24%, Eya2 phos inh -10%, USP2a block 0%, KCNH2 WT inh -18, Chronic BCR inh 0%, KCNH2 3.1 block -12, B2AR arrestin 0.4% and Giardia kill -12.
`C/C=C\C=C/C(=O)Nc1cccc(C2=NOC3(C2)C[C@@H](C(N)=O)N(C(=O)COc2ccc(Cl)cc2)C3)c1` (some centres not stated) gave uPA surface inh -2%, GALK inhibitor -4%, Eya2 phos inh 2%, USP2a block -11%, KCNH2 WT inh 9, PKM2 act 16µM*, Chronic BCR inh inconclusive, Coupling enz -9, KCNH2 3.1 block -19, B2AR arrestin -0.1% and Giardia kill -22.
`Cc1ccc2[nH]c3c(N4CCN(Cc5ccc6c(c5)OCO6)CC4)ncnc3c2c1` gave GALK inhibitor 2%, Eya2 phos inh 12%, USP2a block 0%, PKM2 act 4%, Chronic BCR inh -4%, Coupling enz 1 and B2AR arrestin -0.3%.
COc1cc(C(=O)OCC(=O)NCc2ccc(F)cc2)ccc1OCC(C)C was read as uPA surface inh 5%, GALK inhibitor -6%, Eya2 phos inh 16%, USP2a block 1%, KCNH2 WT inh -5, PKM2 act 0%, Chronic BCR inh -2%, Coupling enz 3, KCNH2 3.1 block 13, B2AR arrestin 0.1% and Giardia kill -18.
For CCO/N=C(\N)c1[nH]ncc1Br the results were uPA surface inh 4%, GALK inhibitor 0%, Eya2 phos inh 9%, USP2a block -1%, KCNH2 WT inh 13, PKM2 act -1%, Chronic BCR inh 1%, Coupling enz -1, KCNH2 3.1 block -7, B2AR arrestin -0.4% and Giardia kill -18.
Screening COC(=O)c1c(-c2ccc(OC)cc2)sc2ccc(-c3ccc4c(c3)OCO4)cc12 returned uPA surface inh 11%, Eya2 phos inh 0%, USP2a block 3%, KCNH2 WT inh -19, Chronic BCR inh -1%, KCNH2 3.1 block -9, B2AR arrestin 0.1% and Giardia kill -15.
Cc1nc(N2CCOCC2)nc(Oc2ccccc2)c1[N+](=O)[O-] was read as uPA surface inh -18%, GALK inhibitor 0%, Eya2 phos inh -24%, USP2a block 0%, KCNH2 WT inh -10, PKM2 act 3%, Chronic BCR inh -2%, Coupling enz 1, KCNH2 3.1 block -4, B2AR arrestin 3.9% and Giardia kill -26.
`COc1cccc(NC(=S)NC(=O)c2cccnc2)c1` gave uPA surface inh -1%, GALK inhibitor 0%, Eya2 phos inh 4%, USP2a block -1%, KCNH2 WT inh 3, PKM2 act -1%, Chronic BCR inh -5%, Coupling enz 0, KCNH2 3.1 block 23, B2AR arrestin -1.0% and Giardia kill 6.
Screening COC(=O)c1c(N=CN(C)C)c(C#N)c2n1CCCC2 returned GALK inhibitor 5%, Eya2 phos inh -9%, USP2a block -1%, KCNH2 WT inh 26, PKM2 act -1%, Chronic BCR inh 3%, Coupling enz 0, KCNH2 3.1 block -14, B2AR arrestin -0.5% and Giardia kill -6.
For Cc1ccc(CNC(=S)Nc2cc(C)ccc2OC(F)F)cc1 the results were uPA surface inh -1%, GALK inhibitor 3%, Eya2 phos inh 3%, USP2a block -1%, KCNH2 WT inh -13, PKM2 act -3%, Chronic BCR inh 0%, Coupling enz 0, KCNH2 3.1 block 16, B2AR arrestin -0.2% and Giardia kill 2.
`COCCCNC(=S)N(Cc1cccnc1)Cc1ccc(OC)c(OC)c1` gave uPA surface inh 0%, GALK inhibitor -1%, Eya2 phos inh 2%, USP2a block 2%, KCNH2 WT inh 5, PKM2 act -6%, Chronic BCR inh inconclusive, Coupling enz 2, KCNH2 3.1 block -19, B2AR arrestin 0.2% and Giardia kill 5.
`Cc1cc(/C=N/n2cnnc2)c(C)n1-c1ccc(OCc2ccc(F)cc2)cc1` gave uPA surface inh inconclusive, GALK inhibitor -4%, Eya2 phos inh -41%, USP2a block 2%, KCNH2 WT inh -3, PKM2 act 2%, Chronic BCR inh inconclusive, Coupling enz 1, KCNH2 3.1 block -18, B2AR arrestin 0.2% and Giardia kill -17.
CN(Cc1ccccc1)C(=S)Nc1ccc2nc3n(c(=O)c2c1)CCCCC3 was read as uPA surface inh -1%, GALK inhibitor 5%, Eya2 phos inh -9%, USP2a block 3%, KCNH2 WT inh 8, PKM2 act 2%, Chronic BCR inh 0%, Coupling enz 3, KCNH2 3.1 block -17, B2AR arrestin 0.6% and Giardia kill -12.
CCCCN(C)Cc1c(C(=O)N2CCc3ccccc3C2)nc2ccc(Cl)cn12 was read as uPA surface inh 0%, GALK inhibitor 1%, Eya2 phos inh -10%, USP2a block 1%, KCNH2 WT inh 36, PKM2 act -4%, Chronic BCR inh 1%, Coupling enz 4, KCNH2 3.1 block 2, B2AR arrestin 0.2% and Giardia kill -10.
